Source: PubChem (National Center for Advancing Translational Sciences (NCATS))
FEN1 inh – inhibitors of human flap endonuclease 1; 0.35% of 390,000 active; AID 588795; Potency, µM (titrated, usually from 114 µM), inactives show top-dose activity change, negative = inhibition, actives largely listed as inhibitors; Recombinant FEN1 flap cleavage, fluorescence, 15 min; further: nearly all actives have a fitted effect of over 65% in size
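Compounds are tested as a concentration series against 10 nM FEN1; after a 15 min room-temperature preincubation, 50 nM substrate starts cleavage, with plate reads at 0 and 15 min. Normalized responses are fitted by a Hill equation.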
TDP1 cell CPT – DT40-hTDP1 cell growth loss with CPT. chicken DT40 Tdp1-/-;hTDP1 cells + 20 nM CPT, ATP luminescence, 48 h. AID 686979. 12% of 420,000 active. Potency, µM (highest dose often 46.2 µM), for inactives: top-dose activity change, negative = growth inhibition, most hits filed as inhibitors; further: nearly all actives have a fitted effect of over 55% in size
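Chicken DT40 Tdp1-/- cells stably complemented with human TDP1 were seeded at 400 cells/well in medium containing 20 nM camptothecin, exposed to pin-transferred compounds, and grown at 37 °C for at least 48 hr. Viability was read as ATP luminescence.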
KAT2A inh – blocks human GCN5L2 histone acetyltransferase. GCN5L2 HAT assay, ThioGlo1 CoA-SH fluorescence. AID 504327. 0.21% of 390,000 active. Potency, µM (series often up to 58.9 µM), for inactives: top-dose activity change, negative = inhibition, actives largely listed as inhibitors
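ThioGlo1-coupled HAT assay: 20nM GCN5L2, 70uM acetyl-CoA, 75uM H3(1-25) peptide, pH 7.5. Fluorescence read at 340/540nm at start and after 20 min at room temperature.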
* = called active by the depositor; . = not tested or not shown; & = joins results of further samples. The call rests on the fitted dose curve; in most records, active means well fitted curve in the direction sought with a large enough effect; inconclusive means small, poorly fitted or top-dose-only effect, or another doubt; inactive means no such curve, though single readings can be large; an effect the other way counts as inactive or inconclusive. On the % scale 0 is the no-effect control and ±100 the full control effect; potency means the concentration at half of the fitted maximal effect. Not all compounds are listed; count on the stated rates, not on these rows.

SMILES	FEN1 inh	TDP1 cell CPT	KAT2A inh
CCC1C(=O)OC[C@H]1Cc1cncn1C (stereo not given in full)	.	5.3%	3.8%
CC[C@@H]1C(=O)OC[C@@H]1Cc1cncn1C	-4.6%&-9.7%	-2.6%&0.1%	-3.1%&-7.6%&-8.3%
